Growth percent in the NCI-60 one-dose screen (48 h, 10 µM unless noted): 100 = growth as untreated, 0 = no growth, -100 = all killed.
NCI-H226: NCI-H226 lung cancer | AID 1794732 | 3.5% of 79,000 active
NCI/ADR-RES: NCI/ADR-RES ovarian cells. 4.4% of 81,000 active
NCI-H460: NCI-H460 lung cancer; 6.8% of 82,000 active; AID 1794736
NCI-H322M: NCI-H322M lung cancer. 2.7% of 80,000 active. AID 1794733
HCT-15: HCT-15 colon cancer; 5.2% of 82,000 active
COLO 205: COLO 205 colon cancer | AID 1794742 | 7.3% of 79,000 active
HCT-116: HCT-116 colon cancer | AID 1794798 | 7.3% of 82,000 active
NCI-H522: NCI-H522 lung cancer. 8% of 78,000 active. AID 1794739
HT29: HT29 colon cancer; AID 1794748; 7.4% of 81,000 active
The depositor's hits bear a star; x = no result given; & = joins results of further samples; [ ] = remark or other dose. How the source made its calls: active means growth percent below 10; inactive means the rest.

SMILES	NCI-H226	NCI/ADR-RES	NCI-H460	NCI-H322M	HCT-15	COLO 205	HCT-116	NCI-H522	HT29
COc1cc(CCC(C)=O)ccc1O	91	99	106	100	102	105	102	92	102
COc1ccccc1NS(=O)(=O)c1cccc(C(=O)Nc2ccc(Br)cc2)c1	44	28	47	53	38	58	38	47	47
N#C/C(=C\c1ccc2c(c1)OCO2)n1nnc2ccccc21	8.9*	6.3*	0.3*	9.4*	9.0*	x	5.7*	14	11
O=c1c2c3c(sc2n2c(-c4cn(-c5ccccc5)nc4-c4ccc(Cl)cc4)nnc2n1Cc1ccccc1)CCCC3	107	101	106	102	104	111	93	78	113
Nc1cccc(-c2nc3sccn3c2-c2ccnc(NCCNS(=O)(=O)c3ccc(Cl)cc3)n2)c1	92	97	91	98	98	92	96	84	85
CNC(=O)c1cc(Oc2ccc3nc(Nc4cc(Cl)cc(Cl)c4)ccc3c2)ccn1	82	36	67	83	41	x	49	30	15
O=c1nc(-c2ccc(Br)cc2)cc(-c2cn(-c3ccccc3)nc2-c2ccc(OCc3ccccc3)cc2)[nH]1	84	102	98	97	116	100	89	97	105
CC1=NN(c2ccc(N)cc2)C(=O)C1	91	x	103	109	100	x	90	104	103
c1ccc(Nc2cccs2)nc1	102	104	114	114	113	x	102	100	110
CCCCCCCCCC1(CC(=O)OCC)SCCN1C(N)=O (stereo not drawn)	85	90	110	109	91	113	83	107	x
CN(C)c1ncnc2[nH]ncc12	106&96	116&108	112&99	98&113	100&96	105&105	99&92	92	101&140
COc1cc(/C=N\NC(=O)c2ccc(-c3nc4ccc(C)cc4[nH]3)cc2)cc(OC)c1OC	50	99	65	93	95	27	44	73	75
Nc1ncn(CC#CCO)c(=O)n1	95	104	109	x	104	114	105	95	97
NC(Cc1ccccc1)C(=O)NNc1n[nH]c(=S)n1N (stereo not drawn)	102	101	104	101	104	109	101	90	102
Cc1c(Cl)cccc1S(=O)(=O)Nc1ccc2c(c1)C(=O)N(C1CCC(=O)NC1=O)C2=O (stereo not drawn)	67	73	111	89	24	62	107	94	105
Cc1cc2c(s1)CCCC1CC(=O)N(CN3CCN(c4ccccc4)CC3)N=C21 (stereo not drawn)	108	107	106	109	97	119	103	107	107
N=C(N)c1ccc(-c2ccc(-c3cncc4ccccc34)s2)s1	-51*	-53*	-79*	-91*	-74*	-78*	-84*	-70*	-77*
CC(C)(C)OC(=O)Nc1ccc(-c2ccc3nnnn3c2)cc1	103	89	108	103	103	111	101	87	x
C=C(C)[C@@H]1CC[C@]2(C(=O)N[C@H](CO)Cc3ccccc3)CC[C@]3(C)[C@H](CC[C@@H]4[C@@]5(C)CCC(=O)C(C)(C)[C@@H]5CC[C@]43C)[C@@H]12	89	82	56	82	74	x	44	73	68
CN(C)Cc1cn(-c2ncc(-c3ccc(C(F)(F)F)cc3)c(NC3CCCCCC3)n2)nn1	89	92	93	88	94	71	66	73	31
CCN(CC)CCCNc1cccc2c(SCc3ccccc3)ccnc12	90	42	72	42	81	106	75	52	-33*
O=C(Nc1ccccc1C(=O)N/N=C/c1cc2ccccc2cn1)c1ccc(F)cc1	80	64	42	66	38	78	44	85	80
Cc1ccc(NC(=O)/C=C/c2ccccc2)c(C(N)=O)c1	68	25	11	63	34	-21*	34	-8.7*	14
O=C(c1ccccc1O)N1CCCCC1	106	108	117	100	99	93	91	80	95
CC(=O)N(O)C(C)C#Cc1ccc(NS(=O)(=O)c2ccc(Cl)cc2)cc1 (stereo not drawn)	87	106	89	97	91	108	88	87	101
O=C(O)CC(Cl)C(Cl)CC(=O)O (stereo not drawn)	119	102	101	93	99	112	111	86	101
NS(=O)(=O)c1ccc(Cn2c(SCC(=O)N/N=C/c3cccc(O)c3)nc3ccccc3c2=O)cc1	98	101	101	77	94	111	88	91	104
C/C(=C(/c1ccc(O)cc1)c1ccc(OCCN(C)C)cc1)c1ccc(Cl)cc1	89	62	15	48	-27*	-89*	26	58	-51*
CCc1cccc(CC)c1NC(=O)c1ccccc1Br	100	102	108	93	99	116	92	76	92
COc1ccc(/C(=C/c2cc(OC)c(OC)cc2[N+](=O)[O-])C(=O)O)cc1	101	110	110	118	107	127	116	107	109
CC(=O)OCC1OC(OC(C)=O)C(NC(=O)NS(=O)(=O)c2ccc(CCNC(=O)c3ccc(Cl)cc3Cl)cc2)C(OC(C)=O)C1OC(C)=O (stereo not drawn)	102	99	102	104	103	121	103	92	109
CC(C)N1CCSC1=S	97	110	118	122	97	106	100	98	103
CC(=O)C1CCC2C3CC=C4N(C)C(=O)CCC4(C)C3CCC12C (stereo not drawn)	102	106	112	105	100	111	113	95	95
NC1=NN(O)C2=CC(Br)C=CC2=N1 (stereo not drawn)	99	104	106	77	93	97	83	80	68
C[C@@H]1CC[C@@H]2[C@@H]1[C@H](OC(=O)/C=C/c1ccccc1)[C@]1(CCCOCCOCCOCCOC(=O)CCCC[C@@H]3SC[C@@H]4NC(=O)N[C@@H]43)C[C@@H](OC(=O)CO)[C@@]2(C)O1	105	105	106	93	106	112	93	85	98
CC(=O)NC(C)c1ccccc1 (stereo not drawn)	99	104	100	95	97	117	109	87	101
CCSC(=O)OCn1ncc2cc([N+](=O)[O-])ccc21	105	107	111	x	95	109	103	104	105
COc1ccc(-c2nc(SCC(C)C)nc(N(CCO)CCO)c2C#N)cc1	99	91	104	90	84	120	91	80	94
CC(CN1CCN(C)CC1)CN1c2ccccc2Sc2ccc(C(F)(F)F)cc21 (stereo not drawn)	82	53	0.6*	80	6.8*	-68*	22	44	-50*
C=C(C)[C@@H]1CC[C@]2(C(=O)NCCCCCN(CCC#N)CCC#N)CC[C@]3(C)[C@H](CC[C@@H]4[C@@]5(C)CCC(=O)C(C)(C)[C@@H]5CC[C@]43C)[C@@H]12	93	108	88	116	105	111	95	x	108

Some entries already given, limited to COLO 205, HCT-116 and NCI-H226.
SMILES,COLO 205,HCT-116,NCI-H226
CC1=NN(c2ccc(N)cc2)C(=O)C1,x,90,91
c1ccc(Nc2cccs2)nc1,x,102,102

(next part)
SMILES	NCI-H226	NCI/ADR-RES	NCI-H460	NCI-H322M	HCT-15	COLO 205	HCT-116	NCI-H522	HT29
CC1=NN(c2ccccc2)C(=O)C1N=Nc1ccc(S(=O)(=O)Nc2nnc(C)s2)cc1 (stereo not drawn)	91	100	104	91	92	110	90	77	93
O=C(Nc1ccccc1C1=NCC(CO)O1)c1ccc(C(F)(F)F)cc1 (stereo not drawn)	104	97	109	103	99	102	92	77	89
CC1=C(c2cc(-c3ccc(Cl)cc3)nc(=O)[nH]2)C(c2ccccc2)NC(=S)N1 (stereo not drawn)	96	91	113	101	86	123	92	80	109
CC(O)CN1CCOCC1 (stereo not drawn)	96	104	107	114	103	114	102	105	95
COc1ccc(/C=C/C(=O)Nc2cc(/C=C\c3cc(OC)c(OC)c(OC)c3)cc(OC)c2OC)cc1OC	38	-11*	18	42	26	11	19	-21*	15
O=C(NO)c1ccc(CNc2nc(-c3ccccc3)c3ccccc3n2)cc1	6.3*	-44*	4.5*	11	-6.6*	-80*	4.0*	-31*	4.7*
NC(=O)C(C1=CCCCC1)c1ccccc1 (stereo not drawn)	110	103	104	124	100	108	103	x	104
NS(=O)(=O)c1ccc(CCn2c(SCC(=O)N/N=C/c3cc4ccccc4[nH]3)nc3ccccc3c2=O)cc1	77	100	30	84	91	74	30	20	39
CC1=C(C)CC2C(=O)OC(=O)C2C1 (stereo not drawn)	74	109	104	104	108	111	107	91	106
Cc1nn(-c2ccc(Br)cc2)c2nc3c(nc12)c(=O)oc1ccccc13	103	97	105	112	108	125	112	105	105
Cc1ccc(Cn2cc(CSc3nc4ccccc4o3)nn2)cc1	111	102	111	95	107	117	88	88	100
COc1cc(NC(=O)c2cccc(C3CCc4c(cc(OC)c(OC)c4OC)O3)c2)cc(OC)c1OC (stereo not drawn)	21	17	29	39	7.5*	3.7*	8.0*	-9.9*	3.6*
CCSC(SCC)C(OC(C)=O)C(OC(C)=O)C(COC(C)=O)OC(C)=O (stereo not drawn)	93	105	105	93	98	107	99	91	105
O=C1c2c(c3c4cc(Br)ccc4[nH]c3c3ccc4ccccc4c23)C(=O)N1CCN1CCCCC1	69	6.2*	-68*	78	-60*	62	-62*	68	10
Cc1nc2c(-c3ccc(Cl)cc3)nc3ccccc3c2c(=O)n1N	101	141	101	94	109	106	90	98	94
CCNC(=O)C(O)C(Cc1ccccc1)NC(=O)c1[nH]c2ccccc2c(=O)c1C (stereo not drawn)	102	105	107	98	100	117	105	102	106
N#CN1CC[C@H](C(=O)Nc2ncc(-c3ccccc3)s2)C1	-6.5*	4.6*	2.0*	28	3.2*	-63*	-3.2*	-36*	-36*
CS(=O)(=O)c1ccc(C(=O)N=Nc2c(O)[nH]c3ccc(Br)cc23)cc1	102	107	110	112	98	119	104	96	108
COC(=O)C(=O)C(/C=N/C(=S)NC1CCCCC1)=C(\O)c1ccc(F)cc1	101	107	104	104	108	111	86	91	105
CC(C(=O)N1CCN(C(=O)Nc2ccccn2)CC1)c1ccc(Nc2ccnc(C(F)(F)F)c2)cc1 (stereo not drawn)	x	101	101	108	102	119	98	x	94

A draw from above in order of molecular weight, high to low.
SMILES	NCI-H226	NCI/ADR-RES	NCI-H460	NCI-H322M	HCT-15	COLO 205	HCT-116	NCI-H522	HT29
CC(C(=O)N1CCN(C(=O)Nc2ccccn2)CC1)c1ccc(Nc2ccnc(C(F)(F)F)c2)cc1 (stereo not drawn)	x	101	101	108	102	119	98	x	94
CCSC(SCC)C(OC(C)=O)C(OC(C)=O)C(COC(C)=O)OC(C)=O (stereo not drawn)	93	105	105	93	98	107	99	91	105
CC1=C(c2cc(-c3ccc(Cl)cc3)nc(=O)[nH]2)C(c2ccccc2)NC(=S)N1 (stereo not drawn)	96	91	113	101	86	123	92	80	109
Cc1nn(-c2ccc(Br)cc2)c2nc3c(nc12)c(=O)oc1ccccc13	103	97	105	112	108	125	112	105	105
Cc1ccc(Cn2cc(CSc3nc4ccccc4o3)nn2)cc1	111	102	111	95	107	117	88	88	100
CC(O)CN1CCOCC1 (stereo not drawn)	96	104	107	114	103	114	102	105	95

Next section
SMILES	NCI-H226	NCI/ADR-RES	NCI-H460	NCI-H322M	HCT-15	COLO 205	HCT-116	NCI-H522	HT29
O=C(Cn1cc(-c2ccccc2)nn1)Nc1nc(-c2ccc(Br)cc2)cs1	109	98	110	103	99	117	96	89	102
CC[C@H](C)[C@H](NC(=O)[C@@H](N)CCC(N)=O)C(=O)N[C@@H](Cc1ccc(O)cc1)C(=O)N[C@@H](CCCCN)C(=O)N[C@@H](CCCCN)C(=O)N[C@@H](Cc1ccc(O)cc1)C(=O)N[C@@H](CCCNC(=N)N)C(=O)N[C@H](C(=O)N[C@@H](Cc1c[nH]c2ccccc12)C(=O)N[C@@H](Cc1ccc(O)cc1)C(=O)N[C@@H](CCCNC(=N)N)C(=O)N[C@@H](CCCCN)C(=O)N[C@@H](C)C(=O)N[C@@H](Cc1c[nH]c2ccccc12)C(=O)N[C@@H](CCCCN)C(=O)N[C@H](C(=O)N[C@@H](CC(C)C)C(=O)NCC(=O)N[C@@H](CCCCN)C(=O)N[C@H](C(N)=O)C(C)C)C(C)C)[C@@H](C)O	53	-2.5*	-4.2*	23	4.9*	0.1*	29	59	64
COC(=O)C1=C(C)NC(C)=C(C(=O)OC)C1c1cccc(C#N)c1	99	106	108	113	98	112	98	97	111
CC(=O)O/C(=C(\OC(C)=O)c1ccccc1)c1ccccc1	106	106	110	106	93	110	96	94	103
CCOC(=O)C1=C(C)NC(C)=C(C(=O)OCC)C1c1ccccc1Cl	92	104	101	91	94	95	82	79	93
Cc1cc2nc3c4cc(Cl)ccc4n(CC(=O)NCCN(C)C)c3nc2cc1C	26	55	-70*	84	-7.4*	77	-85*	92	-75*
CCOC(=O)c1ccc(N(C=O)CCC(=O)O)cc1	99	116	107	121	109	96	101	92	102
COc1ccc(-c2c3c(nn2-c2ccc(OC)cc2)CCc2cnoc2-3)cc1	103	88	97	105	82	x	83	86	85
Cc1cccc[n+]1C1c2ccccc2-c2ccccc21	96	111	106	107	109	75	79	58	79
Cc1c(C(N)=O)sc2c1c(=O)n(Cc1ccccc1)c1nnc(Nc3ccccc3)n21	106	103	119	105	96	101	94	87	94
C1Cc2[nH]nc(-c3n[nH]c4c3CCC4)c2C1	100	105	107	105	108	117	98	87	110
COc1cc(C=NNC(=O)c2ccc3nc(-c4c(C)nn(-c5ccccc5)c4N4CCOCC4)[nH]c3c2)ccc1O	112	105	107	109	109	118	106	109	111
N#Cc1c(-c2cccc(Cl)c2)cc(-c2ccc3ccccc3c2)[nH]c1=O	96	85	94	102	84	122	80	89	116
CC(C)(C)C1OC1(C)CO (stereo not drawn)	101	101	107	93	104	106	101	95	114
c1ccc(Cc2nc3ccccc3s2)cc1	99	112	110	110	107	108	104	93	102
COC(=O)c1ccc(-c2ccccc2)cc1	89	115	103	103	107	x	105	105	99
CCOC(=O)c1c(C)c2c(n1Cc1ccc(OC)cc1)CSc1cc(S(=O)(=O)c3ccccc3)c(=O)[nH]c1-2	90[100 µM]	60[100 µM]	58[100 µM]	70[100 µM]	67[100 µM]	96[100 µM]	55[100 µM]	65[100 µM]	87[100 µM]
COc1c(NC[C@H]2OC(O)[C@H](O)[C@@H](O)[C@@H]2O)c(=O)c1=O (stereo partly drawn)	98	101	104	98	107	112	100	114	118
CCCC(C)(O)C#CC(C)(O)CCC (stereo not drawn)	110	114	108	x	106	113	109	x	81
Cc1ccccc1NCCC#N	96	99	107	109	115	115	112	99	98
CC(C)(C)OC(=O)Nc1ccc(C=O)c2cccnc12	96	98	110	118	95	109	86	87	95

Screening results as filed in PubChem.
